Tn6 DDE FP = inhibitors of Tn6 peptide binding to human fibrin DD(E). P02675. Fibrin DD(E) TRITC-Tn6 fluorescence polarization displacement. inhibition, % at 8.3 µM. 370,000 compounds, 0.21% hits. AID 720509;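 active = inhibition above a per-campaign cutoff: mean of compounds within control limits plus 3 SD, cut at about 15% in these data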;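 note: 0% = median of all compound wells on the plate and 100% = blocking peptide control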
PLC-beta3 inh = PLC-beta3 (human) inhibition, primary screen. Q01970. Purified PLC-beta3, fluorogenic substrate, fluorescence. inhibition, % at 12.2 µM. 370,000 compounds, 0.18% hits. AID 720704; in the data active = inhibition above about 11%;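 note: 0% = median of compound wells on plate and 100% = full blocker control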
PLCg1 inh = blocks human PLC-gamma1 enzyme activity. P19174. purified PLC-gamma1, fluorogenic substrate, fluorescence. inhibition, % at 12.2 µM. 370,000 compounds, 0.84% hits. AID 720700; in the data active = inhibition above about 9.5%
Target sequence (P19174 whole entry, looked up): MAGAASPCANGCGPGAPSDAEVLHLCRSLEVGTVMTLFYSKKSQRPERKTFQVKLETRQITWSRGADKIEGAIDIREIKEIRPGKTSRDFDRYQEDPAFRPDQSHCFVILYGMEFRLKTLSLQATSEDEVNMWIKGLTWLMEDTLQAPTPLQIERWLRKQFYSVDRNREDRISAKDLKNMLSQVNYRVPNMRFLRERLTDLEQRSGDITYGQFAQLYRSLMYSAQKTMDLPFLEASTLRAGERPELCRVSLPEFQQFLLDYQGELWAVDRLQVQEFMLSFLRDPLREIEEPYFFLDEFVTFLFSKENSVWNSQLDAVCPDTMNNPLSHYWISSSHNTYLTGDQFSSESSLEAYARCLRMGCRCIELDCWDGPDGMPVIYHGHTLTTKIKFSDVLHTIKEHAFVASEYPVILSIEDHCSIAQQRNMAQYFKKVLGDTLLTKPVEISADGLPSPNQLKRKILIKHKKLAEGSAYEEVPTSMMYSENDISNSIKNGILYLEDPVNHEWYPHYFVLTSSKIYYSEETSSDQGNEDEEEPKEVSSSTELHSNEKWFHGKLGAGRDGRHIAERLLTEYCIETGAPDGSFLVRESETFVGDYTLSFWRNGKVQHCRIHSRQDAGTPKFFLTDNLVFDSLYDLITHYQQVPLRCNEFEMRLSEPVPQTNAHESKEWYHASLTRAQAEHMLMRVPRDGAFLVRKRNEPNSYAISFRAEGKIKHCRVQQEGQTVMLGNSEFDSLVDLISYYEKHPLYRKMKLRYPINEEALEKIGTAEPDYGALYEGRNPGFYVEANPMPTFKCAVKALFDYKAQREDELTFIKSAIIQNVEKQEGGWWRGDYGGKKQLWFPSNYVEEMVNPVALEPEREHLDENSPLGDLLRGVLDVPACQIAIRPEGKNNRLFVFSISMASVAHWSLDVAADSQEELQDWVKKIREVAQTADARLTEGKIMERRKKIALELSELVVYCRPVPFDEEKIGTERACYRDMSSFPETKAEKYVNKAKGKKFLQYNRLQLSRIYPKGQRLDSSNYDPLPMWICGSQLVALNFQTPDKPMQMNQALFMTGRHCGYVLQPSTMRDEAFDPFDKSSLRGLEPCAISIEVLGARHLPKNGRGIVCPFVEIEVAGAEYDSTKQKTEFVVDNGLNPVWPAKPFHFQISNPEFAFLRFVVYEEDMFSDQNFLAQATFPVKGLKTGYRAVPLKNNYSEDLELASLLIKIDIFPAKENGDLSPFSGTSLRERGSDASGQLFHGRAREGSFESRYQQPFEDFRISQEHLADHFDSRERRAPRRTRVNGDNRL
proKLK7 act = proKLK7 (human) activation, primary screen | purified proKLK7, EDANS-DABCYL substrate fluorescence; 100% is mature enzyme control, 0% vehicle | 370,000 compounds, 0.9% hits | activation, % at 7 µM;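 active = activation above the mean of all tested compounds plus 3 SD, computed per campaign excluding outliers beyond control limits, cut at about 13% in these data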
UHRF1 binding = blocks human UHRF1 binding to methylated DNA; 370,000 compounds, 0.75% hits; Q96T88; UHRF1 binding to methylated oligo, TR-FRET; inhibition, % at 4.4 µM; in the data active = inhibition above about 21%;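 note: UHRF1 SRA domain binding a hemimethylated CpG hairpin DNA probe; 0% = median of test compound wells and 100% = reference inhibitor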
ASAP1 inh = inhibitors of human ASAP1 ArfGAP activity; Q9ULH1; ASAP1-stimulated ARF1 GTP hydrolysis, GDP FP detection; inhibition, % at 16.5 µM; 360,000 compounds, 0.19% hits; AID 624377; in the data active = inhibition above about 25%;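 note: 0% = vehicle with enzyme and substrate and 100% = no enzyme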
ARFGAP1 inh = rat ARFGAP1 inhibition; Arfgap1-stimulated ARF1 GTP hydrolysis, GDP FP detection; inhibition, % at 16.5 µM; 360,000 compounds, 0.26% hits; AID 651572;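 active = inhibition above a per-plate limit, mean inhibition of low control wells plus 3 SD, cut at about 25% in these data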;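 note: 0% = DMSO wells with enzyme and 100% = wells lacking Arfgap1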
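Repeats: one replicate per compound; assay system: rat Arfgap1 catalytic domain, aa 1-136; times: enzyme reaction 120 min at 25 °C after 20 min preincubation; detection: FP of antibody-bound GDP Alexa 633 tracer, ex 620/em 688 nm; benchmarks: high control wells lacking Arfgap1, low control full reaction with DMSO; reagent: human ARF1(Δ1-17)-GTP substrate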
sPLA2-III inh = Blocks human group III sPLA2 activity. inhibition, % at 12.2 µM. AID 743126. 370,000 compounds, 0.56% hits. QFRET BODIPY PC-A2 liposome hydrolysis, fluorescence. Q9NZ20;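 active = inhibition above mean plus 3 SD of compounds lying within the high and low control bounds, cut at about 19% in these data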;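 note: 0% = median of test compound wells and 100% = no enzyme DMSO wells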
NR1D1 modulator = modulates human Rev-erb alpha binding to DNA; activity, % at 10 µM; Rev-erbα–FITC-DNA binding, fluorescence polarization, 90 min; AID 1259318; P20393; 370,000 compounds, 0.79% hits;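 active = activity above about 14%, limit read from the data; passing the limit was not always enough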;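 note: 0% = DMSO wells with 35 nM protein and 100% = DMSO wells with 750 nM protein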
DDE Tn7 FP inh = DD(E)-Tn7 binding inhibition, primary FP screen; P02675; FP displacement of FITC-Tn7 peptide from fibrin DD(E); 0% = median of compound wells per plate; inhibition, % at 8.3 µM; 370,000 compounds, 0.13% hits;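 active = inhibition above the mean of compounds falling within the control limits plus 3 SD of them, cut at about 14% in these data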;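 note: 0% = plate median of compound wells and 100% = 10 µM Aha-Tn7 peptide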
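Also added: labelled Tn7 tracer, 0.1 µM; Assay system: human fibrin DD(E) protein; Amount: 2 µM fibrin DD(E); Schedule: 10 min compound pre-incubation, 3 h probe incubation at room temperature; Repeats: one replicate per compound; Read-out basis: percent inhibition; Measured by: fluorescence polarization of the labelled Tn7 tracer.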
Active calls of the source: *.

canonical_smiles	Tn6 DDE FP	PLC-beta3 inh	PLCg1 inh	proKLK7 act	UHRF1 binding	ASAP1 inh	ARFGAP1 inh	sPLA2-III inh	NR1D1 modulator	DDE Tn7 FP inh
NC(=O)C1(N2CCCCC2)CCN(c2nc(-c3ccc(Br)cc3)cs2)CC1	6	0	-2	-0.6	0	-4	4	5	-9	3
O=C(CSc1ccccn1)N1CCN(c2ccc(Cl)cc2)CC1	2	2	3	-0.5	2	-2	5	4	-3	-9
O=C(c1ccccc1C(=O)N1CCN(c2ccccc2F)CC1)N1CCN(c2ccccc2F)CC1	1	-3	-1	0.3	-2	1	-3	-5	-1	-1
O=C(O)c1cccc(NS(=O)(=O)c2cccc3cccnc23)c1	8	0	0	0.4	3	-7	1	16	-1	6
COc1ccccc1CNC(=O)CCc1c(C)nc2cc(-c3ccccc3OC)nn2c1C	-1	-128	-80	-0.2	1	2	-2	-13	-3	-6
COc1ccc(-c2ccc3[nH]c4c(c3c2)CCN2C[C@H]3[C@H](C)ON(C)[C@H]3C[C@@H]42)cc1	-1	-293	-189	7.2	-3	12	7	-4	-9	1
O=C(NCc1cccnc1)/C(=C/c1ccc(-c2cccc(Cl)c2)o1)S(=O)(=O)c1ccccc1	-3	0	4	0.6	-1	-4	-1	-1	4	-3
CN(CC(=O)Nc1ccc(Cl)c(C(F)(F)F)c1)C(=O)COc1cccc2cccnc12	3	-4	-1	0.0	3	-2	3	13	-4	-1
CSc1ccc(/C=N/NC(=O)c2cccc(Cl)c2)cc1	-3	-71	-49	1.6	0	3	7	6	4	6
COc1ccc(Cn2c(=N)c(C(=O)NCC3CCCO3)cc3c(=O)n4ccccc4nc32)cc1 (configuration not stated)	-2	-49	-38	0.7	-5	1	13	5	-5	0
Cc1ccc(C(=O)Nc2cc(Cl)ccc2Oc2ccccc2)cc1[N+](=O)[O-]	4	3	2	0.2	-1	1	-9	-2	-4	0
COc1ccccc1C(=O)N/N=C(\C)c1ccc(NC(=O)Cc2ccccc2)cc1	-1	-4	3	0.5	-1	6	1	5	-16	-1
COc1cccc(-c2cccc(NC(=O)C3CCN(C4CCOCC4)CC3)c2)c1	-3	-2	-1	-0.1	0	-12	19	-1	2	3
CCC(OC(=O)CNS(=O)(=O)c1ccccc1)C(=O)c1ccccc1 (configuration not stated)	6	3	-2	-0.2	-5	-7	3	1	15	3
COc1ccc(CC(=O)Nc2ccc(-c3noc(-c4ccc(Cl)cc4)n3)cc2)cc1	10	-1	3	-0.1	-1	5	-6	2	-10	-6
O=C(CN1C(=O)C2C3CCC(C3)C2C1=O)OCC(=O)c1ccc(Br)cc1 (configuration not stated)	2	-7	0	0.4	0	-2	-7	2	1	3
COc1ccc2cc(Br)ccc2c1CC(=O)N1CCCC1	1	-2	6	-0.4	4	3	-1	3	3	0
COc1ccc(CNC(=O)CN(Cc2ccccc2)C(=O)CCC(=O)Nc2ccccn2)cc1	-4	-3	2	0.7	-2	-8	7	-5	2	-4
CC(C1CC1)N(Cc1ccccc1)C(=S)Nc1ccccc1Cl (configuration not stated)	-7	3	1	-0.1	8	8	7	7	5	-1
Cc1ccc(OCC(=O)Nc2c(C)nn(-c3ccccc3)c2C)c(Br)c1	-5	-3	-2	0.1	-1	9	8	-4	2	3
O=C(NCc1ccc2c(c1)OCO2)c1ccc(-n2cnnn2)cc1	8	0	3	0.0	1	10	6	-1	-1	-6
Cc1ccc(C(C)NC(=O)c2cccs2)cc1 (configuration not stated)	3	4	5	0.7	1	-9	-10	-6	-2	3
Oc1ccc(/C=N/Nc2ccc(C(F)(F)F)cn2)cc1O	-9	-34	-21	-3.0	1	9	-2	-23	-6	-16
Cc1cccc(OCCNc2ccc([N+](=O)[O-])cn2)c1	2	2	5	0.7	-1	5	7	-6	9	-3
CCCCCCCCCS(=O)(=O)Nc1cc(C)ccn1	12	-9	-9	0.1	-2	-15	-2	-11	-1	-1

Other structures.
canonical_smiles	Tn6 DDE FP	PLC-beta3 inh	PLCg1 inh	proKLK7 act	UHRF1 binding	ASAP1 inh	ARFGAP1 inh	sPLA2-III inh	NR1D1 modulator	DDE Tn7 FP inh
COc1cccc(N(CC(=O)NCC2CCCO2)C(=O)CCC(=O)Nc2nccs2)c1 (configuration not stated)	3	4	-2	0.0	2	-4	-8	3	-3	2
CN(CCCNC(=O)Cn1c(=O)c2cccn2c2ccccc21)Cc1ccccc1	-5	-13	-2	-0.7	-2	-1	-4	1	3	-1
COc1cc(C(=O)NCc2ccco2)cc(OC)c1OC	-3	2	2	0.6	-1	-2	4	1	-3	6
C[C@H](CO)N1C[C@H](C)[C@@H](CN(C)C(=O)NC2CCCCC2)Oc2c(NC(=O)CCC(F)(F)F)cccc2C1=O	5	3	0	-0.2	1	-10	-1	11	3	-2
COc1ccccc1NC(=O)N(O)C1(C#N)CCCCC1	-4	6	-1	1.0	0	5	-6	0	-8	-3
CCSCCNC(=O)c1cncc(Br)c1	-5	5	2	-0.1	2	22	4	2	2	-3
O=C(COc1ccc2ccccc2c1CN1CCOCC1)N1CCc2ccccc21	-10	2	2	-0.1	-3	11	5	-10	-1	-6
O=C(COC(=O)c1cc(NS(=O)(=O)c2cccs2)ccc1O)Nc1cc(Cl)ccc1Cl	2	-118	-76	-0.6	3	0	5	11	-6	3
CCOC(=O)N1CCC(N(CCN(C)C)C(=S)Nc2cccc(Cl)c2)CC1	1	-7	0	0.0	7	-2	-2	15	-3	0
CCN(CC)CCn1c(=S)[nH]c2ncccc2c1=O	6	-4	-4	-0.6	5	-10	4	7	-1	5
CCOc1ccc(N2CSC3=C(C#N)C(c4ccco4)CC(=O)N3C2)cc1 (configuration not stated)	-3	-61	-31	-0.3	67*	-5	-8	-5	-6	5
O=C(NC1CCSC1=O)C1CCCCC1 (configuration not stated)	1	-6	1	-0.6	9	3	4	6	-3	8
CC(C)CC(=O)Nc1nnc(S(=O)(=O)N2CCCCCC2)s1	0	-4	2	-0.8	-1	1	6	-5	9	-4
O=C(NCc1cccc(C(F)(F)F)c1)C1CC(c2c(Cl)cccc2Cl)=NO1 (configuration not stated)	4	1	1	-0.1	-1	8	-4	-6	-1	1
COC(=O)C1C(C(C)C)N(c2ccccc2)OC1(C)O (configuration not stated)	-3	-1	0	0.2	-7	-11	-6	-1	6	-5
CC1=[N+](C)N(c2ccccc2)C(=O)C1N=Cc1ccc(Cl)cc1 (configuration not stated)	0	-8	-9	-0.7	-2	1	-4	2	-7	0
Cn1c(=O)c2c(nc(Oc3ccccc3Cl)n2C)n(C)c1=O	4	-2	1	-0.4	-2	-17	-6	-1	4	-3
O=C(COC(=O)c1cccc(O)c1)Nc1ccc(OC(F)F)cc1	2	-4	4	-0.7	5	1	11	-18	-7	-2
CCOc1cc(N2CCOCC2)c(OCC)cc1NC(=O)c1cccc(N(C)C)c1	5	-21	-14	0.5	-1	-7	10	5	-1	6
CCn1c(=O)c(C(=O)CN2CCCc3ccccc32)c(N)n(Cc2ccccc2)c1=O	2	-33	-29	-0.7	-2	5	5	1	2	-5
COc1ccc2nc(SC)c(C#N)cc2c1	-7	-6	-1	0.2	-2	-10	-1	4	42*	3
CS(=O)(=O)N1N=C(c2ccc(Br)cc2)CC1c1cccs1 (configuration not stated)	5	0	-1	-0.3	3	5	-14	-4	3	3
CCn1c(OC)nc2c1c(=O)n(C)c(=O)n2C	1	0	0	-0.5	-1	1	1	0	-5	-2

Sorted by number of heavy atoms (highest first): some entries from above
canonical_smiles	Tn6 DDE FP	PLC-beta3 inh	PLCg1 inh	proKLK7 act	UHRF1 binding	ASAP1 inh	ARFGAP1 inh	sPLA2-III inh	NR1D1 modulator	DDE Tn7 FP inh
CCn1c(=O)c(C(=O)CN2CCCc3ccccc32)c(N)n(Cc2ccccc2)c1=O	2	-33	-29	-0.7	-2	5	5	1	2	-5
O=C(COc1ccc2ccccc2c1CN1CCOCC1)N1CCc2ccccc21	-10	2	2	-0.1	-3	11	5	-10	-1	-6
CCOC(=O)N1CCC(N(CCN(C)C)C(=S)Nc2cccc(Cl)c2)CC1	1	-7	0	0.0	7	-2	-2	15	-3	0
O=C(COC(=O)c1cccc(O)c1)Nc1ccc(OC(F)F)cc1	2	-4	4	-0.7	5	1	11	-18	-7	-2
CC1=[N+](C)N(c2ccccc2)C(=O)C1N=Cc1ccc(Cl)cc1 (configuration not stated)	0	-8	-9	-0.7	-2	1	-4	2	-7	0
CS(=O)(=O)N1N=C(c2ccc(Br)cc2)CC1c1cccs1 (configuration not stated)	5	0	-1	-0.3	3	5	-14	-4	3	3
CCN(CC)CCn1c(=S)[nH]c2ncccc2c1=O	6	-4	-4	-0.6	5	-10	4	7	-1	5
CCn1c(OC)nc2c1c(=O)n(C)c(=O)n2C	1	0	0	-0.5	-1	1	1	0	-5	-2
CCSCCNC(=O)c1cncc(Br)c1	-5	5	2	-0.1	2	22	4	2	2	-3

Compound activity from PubChem BioAssay.
